CIT2 TOR yeast: modulators of TOR pathway CIT2-GFP in S. cerevisiae. S. cerevisiae CIT2-GFP strain, flow cytometry, 3 h; 100 means same as DMSO wells. AID 2029. GFP response vs DMSO, % at 10 µM. hit rate 0.065% among 320,000;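 active = GFP response relative to DMSO above a set limit, near the screen mean plus 3 SD, cut at about 150% in these data; inconclusive = Fewer than 70 cells measured for a yeast strain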;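 note: ratio of well median GFP fluorescence to mean of DMSO wells on the plate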
LAP4 TOR yeast: modulators of TOR pathway LAP4-GFP in S. cerevisiae | S. cerevisiae LAP4-GFP multiplex, flow cytometry GFP, 3 h; median GFP as percent of DMSO wells | GFP response vs DMSO, % at 10 µM | hit rate 0.34% among 320,000 | AID 2023;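 active = GFP response vs DMSO above a set limit, about the screen mean plus 3 SD, cut at about 150% in these data; inconclusive = under 70 cell events counted for the yeast strain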
MEP2-GFP yeast: yeast TOR pathway MEP2-GFP modulation. GFP response vs DMSO, % at 10 µM. hit rate 0.51% among 330,000. S. cerevisiae MEP2-GFP strain, flow cytometry GFP, 3 h; 100% = DMSO control level. AID 2016;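 active = GFP response versus DMSO above a set limit, roughly screen mean plus 3 SD, cut at about 180% in these data; inconclusive = fewer than 70 cells counted for a yeast strain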;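 note: median GFP fluorescence of the barcode-gated MEP2-GFP cells per well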
AGP1-GFP MLPCN: modulators of TOR pathway AGP1-GFP in S. cerevisiae | hit rate 0.02% among 320,000 | S. cerevisiae AGP1-GFP multiplex flow cytometry, 3 h; GFP as percent of DMSO wells | GFP response vs DMSO, % at 10 µM;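 active = GFP response relative to DMSO above a set limit, near screen average plus 3 SD, cut at about 150% in these data; inconclusive = fewer than 70 cells counted for the yeast strain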;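 note: median GFP channel fluorescence of the gated AGP1 strain per well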
Yeast superoxide: yeast age-related superoxide inhibition as caloric restriction mimetic; S. cerevisiae aged cells, superoxide DHE fluorescence; stronger effect = lower value; superoxide response (% of plate mean), % at 10 µM; hit rate 0.18% among 330,000;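 active = superoxide response under a set limit, about three screen SD below normal, cut at about 65% in these data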;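 note: yeast aged for seven days with compound at 30 °C before DHE staining; 100% = average MFI of all compound-treated wells on the plate with controls excluded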
VLA-4 inh: inhibition in a human VLA-4 binding assay. hit rate 0.2% among 330,000. VLA-4 expressing cells, ligand binding flow cytometry. AID 2557. inhibition, % (about 7 µM as worked out from the volumes in the protocol); in the data active = inhibition above about 50%
RPL19A-GFP yeast: yeast TOR pathway RPL19A-GFP modulation; percent response vs DMSO, % at 10 µM; hit rate 0.3% among 330,000; S. cerevisiae RPL19A-GFP strain, flow cytometry, 3 h; stronger effect = lower value;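 active = percent response vs DMSO below 50%; inconclusive = fewer than 70 events counted for the yeast strain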;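 note: median channel GFP fluorescence of the barcoded RPL19A-GFP strain; ratio of sample median GFP to plate DMSO average so 100% = DMSO; lower means less RPL19A-GFP as with rapamycin TOR inhibition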
GRK2 aptamer HTS: human GRK2 inhibition via aptamer displacement. P25098. bead flow cytometry, FAM-aptamer displacement from GRK2. inhibition of aptamer binding, % at 10 µM. hit rate 0.59% among 330,000. AID 488847;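 active = inhibition of aptamer binding above 40%, roughly 3 SD of noise, on plates passing a quality check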;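 note: median bead fluorescence of bound FAM aptamer so fluorescent compounds give negative values; no value below 0 was filed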
Target sequence (P25098 whole entry, looked up): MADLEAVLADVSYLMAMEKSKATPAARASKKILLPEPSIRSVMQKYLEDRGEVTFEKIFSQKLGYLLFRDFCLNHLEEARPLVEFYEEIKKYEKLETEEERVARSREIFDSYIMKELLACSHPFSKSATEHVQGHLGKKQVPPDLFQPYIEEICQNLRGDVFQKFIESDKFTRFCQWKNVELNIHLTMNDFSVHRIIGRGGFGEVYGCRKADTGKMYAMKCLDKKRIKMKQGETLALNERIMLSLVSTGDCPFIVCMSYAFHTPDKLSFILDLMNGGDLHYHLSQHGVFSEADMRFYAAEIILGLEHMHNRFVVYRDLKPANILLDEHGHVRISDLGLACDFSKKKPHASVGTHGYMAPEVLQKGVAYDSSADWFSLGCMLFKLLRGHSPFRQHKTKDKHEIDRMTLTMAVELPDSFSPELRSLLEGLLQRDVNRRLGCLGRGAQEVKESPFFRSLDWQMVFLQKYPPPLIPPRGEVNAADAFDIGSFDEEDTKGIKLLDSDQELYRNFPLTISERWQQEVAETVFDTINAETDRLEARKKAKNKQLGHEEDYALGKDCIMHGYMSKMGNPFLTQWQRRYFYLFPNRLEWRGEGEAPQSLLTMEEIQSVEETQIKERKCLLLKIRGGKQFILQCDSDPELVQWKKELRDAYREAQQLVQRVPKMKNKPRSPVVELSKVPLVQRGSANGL
An asterisk follows results filed as active; ? = inconclusive; nt = not tested or not shown; [ ] = dose if it differs, or a comment.

nr	structure	CIT2 TOR yeast	LAP4 TOR yeast	MEP2-GFP yeast	AGP1-GFP MLPCN
1	CCOC(=O)c1ccc(CC(=O)c2oc3cc(O)ccc3c2C)o1	92	107	103	104
2	CCN(CC)S(=O)(=O)c1ccc(C(=O)Oc2ccc3c(c2)OCO3)cc1	93	111	108	101
3	Cc1ccc(NC(=O)CSc2nc(N)cc(=O)[nH]2)cc1Cl	96	95	100	111
4	CCN(CC)c1ccc(N2C(=O)c3ccccc3C2=O)cc1	97	96	102	100
5	CCOC(=O)C1(Cc2ccc(OC)cc2)CCN(C(=O)CCn2ccc(C)n2)CC1	93	92	90	97
6	CC(=O)c1c(N2CCN(Cc3ccccc3)CC2)nc(=S)n(Cc2ccccc2)c1C	110	88	78	108
7	Cc1ccc(NCC(=O)N/N=C\c2cccc(O)c2)cc1	99	93	104	103
8	COc1ccc(N(CC(=O)NC2CCCC2)C(=O)CCC(=O)Nc2nc(C)cs2)cc1OC	101	102	101	100
9	COC(=O)/C(=C/c1cccc([N+](=O)[O-])c1)NC(=O)c1ccc(OC)cc1	109	107	107	108
10	O=C(c1cccs1)N1CCOCC1	107	96	103	112
11	S=C(NCCc1ccccc1)NC1CCC(NC(=S)NCCc2ccccc2)CC1 (stereo not drawn)	111	107	112	112
12	c1ccc(CN2CCN(Cc3nnc(-c4ccccc4)o3)CC2)cc1	97	102	92	98

nr	Yeast superoxide	VLA-4 inh	RPL19A-GFP yeast	GRK2 aptamer HTS
1	93	5	99	3
2	99	23	99	1
3	83	-4	106	0
4	95	3	96	2
5	105	0	95	1
6	92	6	109	27
7	115	-2	108	1
8	109	-3	100	1
9	114	2	111	8
10	92	7	102	1
11	87	6	101	4
12	81	10	92	0

Additional results:
nr	structure	CIT2 TOR yeast	LAP4 TOR yeast	MEP2-GFP yeast	AGP1-GFP MLPCN
13	COc1ccc(NC2=Nc3cccc4cccc2c34)cc1	96	93	110	96
14	Cc1cccc(OCc2nnc(SCC(=O)c3cccs3)n2C)c1C	98	117	106	103
15	CCc1ccc(OCC(=O)NC(NC(=S)Nc2ccccc2C)C(Cl)(Cl)Cl)cc1 (stereo not drawn)	108	101	106	102
16	CCC(=O)Nc1ccc(N/C(N)=N/c2nc(C)cc(C)n2)cc1	109	87	87	103
17	O=C(O)C[C@H]1c2cc(F)ccc2S(=O)(=O)N1Cc1ccccc1	?	?	?	?
18	O=C1CC2C(CC(OC(=O)c3ccc(-c4ccccc4)cc3)C2CO)O1 (stereo not drawn)	89	103	133	91
19	CN(CC(=O)Nc1cc(S(=O)(=O)N2CCCCCC2)ccc1Cl)Cc1ccc2c(c1)OCO2	91	93	96	96
20	CC(=O)c1ccc(C(=O)N2CCC(n3nccc3NC(=O)C3CC3)CC2)cc1	112	82	105	102
21	CCN1CCCC1CNC(=O)Cn1nc(C)n2nc(-c3ccccc3)cc2c1=O (stereo not drawn)	99	110	100	103
22	Cc1cc(=O)oc(C)c1C(=O)NCc1ccco1	97	97	100	97
23	CC(=O)c1cccc(N(CC(=O)O)S(C)(=O)=O)c1	102	103	108	105
24	CCC(C(=O)OCC(=O)N1CCN(c2ccc(OC)cc2)CC1)c1ccccc1 (stereo not drawn)	145	144	139	116

nr	Yeast superoxide	VLA-4 inh	RPL19A-GFP yeast	GRK2 aptamer HTS
13	99	18	97	0
14	108	8	105	4
15	104	1	106	1
16	96	6	94	0
17	99	2	?	5
18	120	16	94	3
19	89	9	92	2
20	94	2	112	0
21	106	-3	100	0
22	104	-12	98	1
23	103	-12	103	0
24	104	27	111	5

Additional entries follow:
nr	structure	CIT2 TOR yeast	LAP4 TOR yeast	MEP2-GFP yeast	AGP1-GFP MLPCN
25	CCOC(=O)C1(Cc2ccccc2C)CCCN(S(C)(=O)=O)C1 (stereo not drawn)	99	89	104	93
26	O=C(COC(=O)C1CC2C=CC1C2)Nc1cccc(S(=O)(=O)N2CCCCCC2)c1 (stereo not drawn)	97	87	97	97
27	Cc1ccc(OCCC(=O)OCC(=O)N2CCN(S(=O)(=O)c3ccc(C)cc3)CC2)cc1	96	100	99	103
28	CCOC(=O)c1cc2c3ccccc3n(CC)c2nc1N	90	92	93	91
29	O=C(Nc1ccccc1C(=O)NCC1CCCO1)c1ccc(Cl)cc1 (stereo not drawn)	104	97	107	96
30	CCc1nn2c(=O)c(S(=O)(=O)Nc3ccc(Cl)cc3)c(C)nc2s1	96	104	107	103
31	COCC(=O)Nc1cccc(Br)c1	nt	92	100	100
32	CCn1c(C(=O)N2CCCC(C(=O)O)C2)cc2sccc21 (stereo not drawn)	94	98	101	97
33	CC(=O)OC1C(OC(C)=O)N(C(C)=O)C(=O)N1C(C)=O (stereo not drawn)	?	76[may fluoresce violet]	200*[may fluoresce violet]	?
34	COc1ccc(OC)c(NC(=O)C(=S)NC2CCCCC2)c1	96	115	98	96
35	COc1cc(C2C(C#N)=C(C)NC3=C2C(=O)CC(C)(C)C3)ccc1OCCO (stereo not drawn)	93	95	96	94
36	O=C(CCCl)Nc1nnc(SCC(=O)NC2CCCC2)s1	100	92	95	106

nr	Yeast superoxide	VLA-4 inh	RPL19A-GFP yeast	GRK2 aptamer HTS
25	88	-1	98	0
26	105	9	101	1
27	98	7	95	0
28	97	-8	98	1
29	105	-1	99	1
30	99	21	101	1
31	94	4	97	0
32	86	4	99	0
33	104	-12	19*[may fluoresce violet]	2
34	108	7	96	7
35	115	-3	91	0
36	100	25	97	0

(more compounds)
nr	structure	CIT2 TOR yeast	LAP4 TOR yeast	MEP2-GFP yeast	AGP1-GFP MLPCN
37	Cc1ccc(CC2CC(=O)N(Cc3ccco3)C2=O)cc1 (stereo not drawn)	65	191*	92	93
38	O=C(CN1C(=O)C2CC=CCC2C1=O)Nc1ccc(S(=O)(=O)NC2=NCCCCC2)cc1 (stereo not drawn)	111	101	102	102
39	C/C(=N\Nc1nc(C(C)(C)C)cs1)c1ccccc1	92	93	100	90
40	COc1ccc(C(=O)NC(=S)NNC(=O)c2cccnc2)cc1	105	96	99	104
41	COC(=O)c1cccc(NC(=O)Nc2ccc(Cl)cc2Cl)c1	?	110[may fluoresce violet]	721*[may fluoresce violet]	20[may fluoresce violet]
42	COc1ccc(Nc2nc(CC(C)=O)ns2)cc1OC	107	99	105	108
43	COc1ccc(OCC(=O)Nc2c3c(nn2-c2ccccc2)CS(=O)(=O)C3)cc1	114	84	109	105
44	CC1C(=O)N2CCCc3cc(NC(=O)c4ccccc4F)cc1c32 (stereo not drawn)	91	99	96	92
45	COCCCn1c(SCc2nnc(-c3ccccc3)o2)nc2sc3c(c2c1=O)CCC3	83	101	99	97
46	CC(=O)c1sc(NC(=O)c2ccc(Cn3cc(Br)cn3)o2)nc1C	103	98	100	96
47	NC(=O)c1ccc(Cn2c(C(=O)c3cc(Cl)c(N)c(Cl)c3)c3ccccc3[n+]2[O-])cc1	102	108	90	90
48	CC1=CN2C(=NC(=O)CC2(C)C(=O)N(CC(=O)NC2CCCC2)Cc2ccccc2)C=C1 (stereo not drawn)	99	101	105	101

nr	Yeast superoxide	VLA-4 inh	RPL19A-GFP yeast	GRK2 aptamer HTS
37	104	6	96	0
38	98	2	100	0
39	104	4	101	2
40	89	-4	103	3
41	103	-2	51[may fluoresce violet]	1
42	95	-3	101	1
43	106	8	112	0
44	99	-9	92	7
45	110	2	99	2
46	90	12	98	0
47	99	5	103	2
48	102	17	98	1

Continuation:
nr	structure	CIT2 TOR yeast	LAP4 TOR yeast	MEP2-GFP yeast	AGP1-GFP MLPCN
49	Cc1cc(=O)oc2c3c(cc(OCC(=O)NCc4ccccc4)c12)OC(C)(C)CC3	97	104	94	97
50	COc1ccc(NC(=O)Cn2nnc(C(=O)NCc3ccc4c(c3)OCO4)c2N)c(OC)c1	102	95	99	101
51	O=[N+]([O-])c1cc(Cl)cc2c1nc(NCCO)c1ccccc12	97	94	104	95
52	CCCn1c(C)cc(/C=C(\C#N)C(=O)OCC(=O)N(C)c2c(N)n(Cc3ccccc3)c(=O)[nH]c2=O)c1C	99	110	95	112
53	CCN(CC)C(=O)C1CCCN(C(=O)Nc2ccc3nsnc3c2)C1 (stereo not drawn)	94	97	103	98
54	Cc1ccc(CN2C(=O)N/C(=C\c3cccn3-c3cccc(C(=O)O)c3)C2=O)cc1	94	93	96	94
55	CCOC(=O)NC(=O)CSc1nc2ccc(C)cc2[nH]1	90	86	90	82
56	C[C@@H]1C[C@@H]2OC(=O)[C@]3(C)[C@H]2[C@@H](OC3(C)O)[C@]2(C)C(=O)C=C[C@H]12 (stereo partly drawn)	85	115	88	88
57	Nc1ccc2nn(-c3cc([N+](=O)[O-])ccc3O)nc2c1	88	84	96	85
58	Cc1ccc(C(=O)NCCCNC(=O)COc2ccc(Cl)c(C)c2)cn1	84	83	82	96
59	COc1ccc2[nH]cc(CCNC(=O)Nc3ccccc3)c2c1	96	94	98	99
60	COc1ccc(N2CCN(c3nc4ccccn4c(=O)c3C=O)CC2)cc1	106	135	151	115

nr	Yeast superoxide	VLA-4 inh	RPL19A-GFP yeast	GRK2 aptamer HTS
49	87	-22	95	1
50	105	3	100	3
51	137	11	101	4
52	86	-5	98	3
53	100	9	97	0
54	93	-24	94	23
55	96	5	86	4
56	95	-3	94	0
57	102	13	90	0
58	97	19	86	0
59	104	-4	100	0
60	120	-7	101	3

Filtered by structure: those above with fluorine
nr	structure	CIT2 TOR yeast	LAP4 TOR yeast	MEP2-GFP yeast	AGP1-GFP MLPCN
17	O=C(O)C[C@H]1c2cc(F)ccc2S(=O)(=O)N1Cc1ccccc1	?	?	?	?
44	CC1C(=O)N2CCCc3cc(NC(=O)c4ccccc4F)cc1c32 (stereo not drawn)	91	99	96	92

nr	Yeast superoxide	VLA-4 inh	RPL19A-GFP yeast	GRK2 aptamer HTS
17	99	2	?	5
44	99	-9	92	7

One compound at a time, as listed above. Order of screens: CIT2 TOR yeast | LAP4 TOR yeast | MEP2-GFP yeast | AGP1-GFP MLPCN | Yeast superoxide | VLA-4 inh | RPL19A-GFP yeast | GRK2 aptamer HTS
CCOC(=O)NC(=O)CSc1nc2ccc(C)cc2[nH]1 is entered as 90 | 86 | 90 | 82 | 96 | 5 | 86 | 4
CCCn1c(C)cc(/C=C(\C#N)C(=O)OCC(=O)N(C)c2c(N)n(Cc3ccccc3)c(=O)[nH]c2=O)c1C is entered as 99 | 110 | 95 | 112 | 86 | -5 | 98 | 3
Cc1ccc(C(=O)NCCCNC(=O)COc2ccc(Cl)c(C)c2)cn1 is entered as 84 | 83 | 82 | 96 | 97 | 19 | 86 | 0

The listing continues.
nr	structure	CIT2 TOR yeast	LAP4 TOR yeast	MEP2-GFP yeast	AGP1-GFP MLPCN
61	COCCN(C(=O)CNC(=O)c1ccco1)C(C(=O)NC1CCCCC1)c1cccnc1 (stereo not drawn)	102	90	102	101
62	CCOC(=O)c1sc2ccc(S(=O)(=O)N3CCOCC3)cc2c1N	97	105	103	104
63	COc1ccc(N2C(=O)CSC2c2cccc(F)c2)cc1 (stereo not drawn)	98	96	103	95
64	COc1nc(C#N)nc(N(C)C)n1	81	83	95	95
65	Cc1ccc(Cl)cc1NC(=O)C1CCCN(c2cnccn2)C1 (stereo not drawn)	93	91	96	95
66	Cc1[nH]n(C(N)=S)c(=O)c1N=Nc1cc(-c2ccc(Br)cc2)[nH]n1	107	98	99	112

nr	Yeast superoxide	VLA-4 inh	RPL19A-GFP yeast	GRK2 aptamer HTS
61	107	2	105	0
62	101	5	104	1
63	103	-11	99	2
64	103	5	95	4
65	106	15	102	0
66	127	29	102	1

High-throughput results from PubChem BioAssay.
